# M. tuberculosis GlmU – inhibition of mycobacterial GlmU enzyme – biochemical, glucosamine-1-phosphate acetyltransferase (AID 1376); Bifunctional protein GlmU (Mycobacterium tuberculosis (strain ATCC 25618 / H37Rv)); M. tuberculosis GlmU acetyltransferase enzyme assay; higher % means a stronger effect; one-dose inhibition, %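 (tested at 30 µM in the primary screen)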; IC50 in µM for titrated hits; 220,000 tested, 0.25% active; in the data active = inhibition above about 13%; inconclusive = no clear call, values can overlap the other calls;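 note: 0% = complete reaction with vehicle and 100% = reaction without substrate; strong numbers were not always called active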
# Mtb RmlCD inh – M. tuberculosis RmlC/RmlD coupled enzyme inhibitors, primary screen, biochemical, compound mixtures, 384-well, from 1536-well plates | RmlC+RmlD coupled enzyme assay, percent inhibition; primary screen in compound mixtures | inhibition, % at 3.6 µM | 160,000 tested, 0.03% active | AID 1533, 2009; in the data active = inhibition mostly above about 34%, no sharp cut-off; inconclusive = no clear call, values can overlap the other calls; inactive = mostly below about 22%; note: some results filed as inactive read as strong as hits
# Target sequence (P9WH09 whole entry, looked up): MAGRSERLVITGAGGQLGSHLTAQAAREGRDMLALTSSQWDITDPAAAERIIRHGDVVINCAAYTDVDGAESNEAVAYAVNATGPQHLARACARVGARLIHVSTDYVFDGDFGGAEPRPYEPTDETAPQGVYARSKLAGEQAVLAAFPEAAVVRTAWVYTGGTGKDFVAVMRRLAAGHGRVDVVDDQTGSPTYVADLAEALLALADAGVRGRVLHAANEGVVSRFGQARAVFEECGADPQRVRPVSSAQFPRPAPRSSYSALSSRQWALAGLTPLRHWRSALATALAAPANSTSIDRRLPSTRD
# Target sequence (P9WH11 whole entry, looked up): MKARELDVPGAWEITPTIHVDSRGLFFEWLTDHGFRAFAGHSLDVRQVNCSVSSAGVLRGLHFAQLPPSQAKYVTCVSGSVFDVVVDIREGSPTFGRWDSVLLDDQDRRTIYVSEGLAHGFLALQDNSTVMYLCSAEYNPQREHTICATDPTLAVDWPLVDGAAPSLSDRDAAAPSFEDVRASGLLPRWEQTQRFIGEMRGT
# * = called active by the depositor; ? = inconclusive; / = not tested or not shown. Not all compounds are listed; count on the stated rates, not on these rows.
SMILES,M. tuberculosis GlmU,Mtb RmlCD inh
Cc1nnc(N/N=C/C(C)c2ccccc2)[nH]c1=O (stereo not given),4.2%,/
COc1ccc(C2=Nc3ccccc3OC2)cc1,5.8%,-6.7
COC(=O)C1=C(C)NC(=O)NC1c1ccc(-c2ccc(Cl)cc2)o1 (stereo not given),0.6%,-5.8
N/C(COc1ccc(F)cc1)=N\NC(=O)c1cccnc1Oc1ccccc1,0.0%,/
O=C1CCCC(O)=C1N=Nc1c(Cl)cc(Cl)cc1Cl,-1.4%,-11.8
CCCCNS(=O)(=O)c1ccc(NC(=O)c2c(-c3ccccc3Cl)noc2C)cc1,0.6%,/
CCCCNCc1cc(Cl)c(OCCC)c(OCC)c1,-7.1%,-13.8
O=C(COC(=O)c1ccc(S(=O)(=O)N2CCCC2)cc1)NCc1ccc(F)cc1,3.0%,/
O=C(O)C1=C[C@@H](c2ccc(Br)cc2)C[C@@H](OCc2ccc(CO)cc2)O1,-0.7%,/
O=C(CCn1cccc1)Nc1ccc(F)cc1,-3.8%,/
O=C(Nc1cccc(F)c1)NC1(C(=O)N2CCOCC2)CCCCC1,1.1%,2.2
Cc1cccc(Cl)c1NC(=S)N1CCN(c2ccc([N+](=O)[O-])cn2)CC1,0.1%,-12.3
CCCCC1C(=O)CC[C@H]2[C@@H]1CC(=O)[C@@H]2C/C=C\CCCC(=O)O (stereo not given in full),2.9%,/
O=C(CSc1nc2ncc(Br)cc2[nH]1)Nc1ccc2c(c1)OCO2,0.5%,-2.5
O=C(c1ccc(Cl)cc1)c1ccc(OCC(O)CN2CCOCC2)cc1 (stereo not given),2.8%,/
CC1CC(C)(C)NC(=S)N1CC(=O)NCc1ccc(Cl)cc1 (stereo not given),3.8%,5.6
Cc1ccc(CNC(=O)C2CC(c3ccccc3C(F)(F)F)=NO2)cc1 (stereo not given),-2.5%,6.5
COc1ccc(C2CC(c3ccc(Cl)cc3Cl)Nc3nc(N)nn32)cc1 (stereo not given),-12.7%,-7.9
CCn1c(CSc2nc3ccccc3s2)nnc1SCC(N)=O,1.3%,/
CCN(CC)C(=S)NC(=O)c1cccnc1,-1.4%,-12.4
CC(=O)Nc1ccc(OCCOc2ccc([N+](=O)[O-])cc2)cc1,5.7%,6.3
CC(=O)c1ccc(NC(=O)/C=C/c2ccc(C)cc2)cc1,0.4%,-2.7
COc1ccc(CCNC(=O)C(=O)NCc2ccccn2)cc1,-6.2%,-1.1
Clc1ccc(-c2noc(CN3CCCC3)n2)cc1,4.9%,/
O=C1C(=C(O)c2ccccc2)C(=O)c2ccccc21,3.7%,/
# (listing goes on)
SMILES,M. tuberculosis GlmU,Mtb RmlCD inh
CCOC(=O)C1(Cc2ccccc2C(F)(F)F)CCN(CCCn2cccn2)CC1,0.1%,-9.0
Cc1ccccc1-c1nnc(SCC(=O)NCc2ccc3c(c2)OCO3)n1C,-0.6%,-5.9
C=CCSc1nnc(-c2sc(-c3ccccc3)nc2C)n1C,3.1%,-3.7
O=S(=O)(Nc1ccc(Cl)c(C(F)(F)F)c1)c1cnc[nH]1,5.7%,-11.5
Nc1nc(SCC(=O)N2CCCC2)[nH]c(=O)c1NC(=O)c1cccs1,7.4%,/
CN1CCN(S(=O)(=O)c2ccc(NC(=S)NC(=O)c3ccccc3)cc2)CC1,-8.6%,9.7
Cc1csc2ncc(C(=O)NCc3ccccn3)c(=O)n12,6.6%,-3.9
CC(C)c1ccc(/C=N/Nc2ccc(C(=O)O)cc2)cc1,1.4%,-1.8
CCOC(=O)c1sc(Nc2nc3cc4c(cc3s2)OCO4)cc1C,5.0%,11.1
CC(=O)NC(C1C(=O)CC(C)(C)CC1=O)(C(F)(F)F)C(F)(F)F,1.5%,/
CCCn1nc(NC(=O)c2cccs2)c2cc3cc(OC)ccc3nc21,-6.7%,/
COc1cc(/C=C(/NC(C)=O)C(=O)O)cc(Cl)c1OCc1ccc(Br)cc1,-0.1%,-4.9
O=C(c1ccccc1F)N(NC(=O)C(O)(c1ccccc1)c1ccccc1)c1ccccc1,-0.5%,15.8
CCN(C(=O)c1ccc(NC(C)=O)cc1)c1ccccc1,0.6%,6.2
CSc1nnnn1-c1ccc(C(=O)O)cc1,-1.1%,6.7
CC12CCC(C(=O)NNc3ccccc3)(C(=O)C1=O)C2(C)C (stereo not given),-6.1%,/
O=C(NNS(=O)(=O)c1ccccc1)C(O)(c1ccccc1)c1ccccc1,-0.2%,/
Cc1ccccc1N(CC(=O)NC1CCCC1)C(=O)C1(C)CC(=O)N=C2C=CC=CN21 (stereo not given),-0.9%,/
Cc1cc(C(=O)Nc2ccc(S(=O)(=O)N3CCCC3)cc2)cs1,-2.5%,/
S=C(NCc1ccncc1)Nc1ccc(Cl)c(Cl)c1,0.9%,4.5
CC(C)(C)NC(=O)COC(=O)c1cncc(Br)c1,-1.4%,18.6
CC1Cc2ccccc2N1C(=O)CN1C(=O)COc2ccccc21 (stereo not given),2.9%,17.7
O=C(Nc1n[nH]c(C(F)(F)F)n1)c1cccs1,/,-4.9
CCn1c(CSCc2ccccc2)n[nH]c1=S,2.7%,/
Cc1ccc(SCc2[nH]nc3c2C2(C(=O)Nc4ccc([N+](=O)[O-])cc42)C(C#N)=C(N)O3)cc1 (stereo not given),3.6%,/

# Complete entries from above:
# `C=CCSc1nnc(-c2sc(-c3ccccc3)nc2C)n1C` across the screens: M. tuberculosis GlmU = 3.1%; Mtb RmlCD inh = -3.7
# `CC(C)c1ccc(/C=N/Nc2ccc(C(=O)O)cc2)cc1` across the screens: M. tuberculosis GlmU = 1.4%; Mtb RmlCD inh = -1.8
# `O=C(Nc1n[nH]c(C(F)(F)F)n1)c1cccs1` across the screens: M. tuberculosis GlmU = /; Mtb RmlCD inh = -4.9

# Next entries
SMILES,M. tuberculosis GlmU,Mtb RmlCD inh
CN(C)CCCNc1nc(-c2ccccc2)nc2ccccc12,-6.4%,11.2
O=C(COc1ccc(Cl)cc1)N(Cc1ccco1)C1CCS(=O)(=O)C1 (stereo not given),3.7%,-12.1
CCOC(=O)c1cc(NC(=O)COC)ccc1O,-1.3%,/
CCCN1C(=S)SC(C)(C)C1/[N+]([O-])=C/c1ccc(S(=O)(=O)NC)cc1 (stereo not given),-6.5%,/
CN1CCCC1c1cccnc1 (stereo not given),2.8%,/
Cc1nc2cc(N)ccc2n1C1CCCCC1,2.5%,10.7
CN1CC(C(=O)c2ccc(Cl)cc2)C(c2ccccc2F)C1 (stereo not given),-9.5%,5.6
COC(=O)c1ccc(COC(=O)C(CCS(C)(=O)=O)N2C(=O)c3ccccc3C2=O)cc1 (stereo not given),4.8%,-5.0
COc1ccc2nccnc2c1[N+](=O)[O-],5.0%,/
Cc1sc2nc(C3CCCCC3)nc(SCC(=O)N3CC(=O)Nc4ccccc43)c2c1C,-0.3%,-6.8
C/C(=N\NC(=O)CNc1cccc(C(F)(F)F)c1)c1cccc(Br)c1,0.0%,-3.8
O=C(Nc1ccc([N+](=O)[O-])cn1)c1ccc2c(c1)OCO2,3.7%,-0.3
COc1ccc(NC(=O)c2cc(-c3cccnc3)nc3c(C)c(C)ccc23)c(OC)c1,-0.1%,6.3
COc1ccc(OC)c(N(CC(=O)Nc2cccnc2)S(=O)(=O)c2ccc(C)cc2)c1,2.6%,0.2
Cc1ccc2cc(C(c3nnnn3C3CCCC3)N(Cc3ccco3)Cc3cccs3)c(=O)[nH]c2c1 (stereo not given),1.4%,-5.7
CC(/C=N/NC(=O)c1cc(C(C)(C)C)[nH]n1)=C\c1ccccc1,-4.9%,/
COCC1CCN(Cc2nc(COc3ccccc3)no2)C1 (stereo not given),2.7%,-11.5
Cc1ccccc1N/C(=N/S(=O)(=O)c1ccccc1)c1ccc(F)cc1,-1.0%,7.5
COc1ccc(/C=N/NC(=O)COc2ccc3ccccc3c2)c(C(=O)O)c1OC,-0.6%,/
O=C(COC(=O)c1cccnc1Cl)Nc1nc(-c2ccccc2)cs1,0.2%,91.0
Cc1ccccc1C(=O)NCC(=O)O,3.1%,9.0
Cc1ccc(C)c(S(=O)(=O)N2CCNCC2)c1,2.1%,2.7
CCc1ccc(S(=O)(=O)NCc2cn3ccsc3n2)s1,4.2%,?
COc1ccc(C(=O)NCc2nnc(SCC(=O)N3CCCc4ccccc43)o2)cc1OC,-1.9%,17.3
Cc1cc(=O)oc(C)c1C(=O)Nc1cccc2ccccc12,2.2%,-7.2

# Five of the compounds above, tab-delimited.
SMILES	M. tuberculosis GlmU	Mtb RmlCD inh
COCC1CCN(Cc2nc(COc3ccccc3)no2)C1 (stereo not given)	2.7%	-11.5
Cc1ccccc1N/C(=N/S(=O)(=O)c1ccccc1)c1ccc(F)cc1	-1.0%	7.5
COc1ccc(/C=N/NC(=O)COc2ccc3ccccc3c2)c(C(=O)O)c1OC	-0.6%	/
O=C(COC(=O)c1cccnc1Cl)Nc1nc(-c2ccccc2)cs1	0.2%	91.0
Cc1ccccc1C(=O)NCC(=O)O	3.1%	9.0

# New compounds follow.
SMILES,M. tuberculosis GlmU,Mtb RmlCD inh
CCC(=O)Nc1cccc(C(=O)c2ccccc2)c1,-6.3%,-3.6
NS(=O)(=O)c1ccc(CNS(=O)(=O)c2cc(Cl)ccc2Cl)cc1,-0.6%,3.7
CCCN(CCC)CCNC(=O)C1CCN(Cc2nc(-c3ccc(Cl)cc3)oc2C)CC1,-0.8%,-8.7
Cc1n[nH]c(=O)n1-c1cccc(C(F)(F)F)c1,5.8%,/
O=C1CC(C(F)(F)C(F)(F)C(F)(F)C(F)F)=Nc2ccccc2N1,2.3%,/
O=C(c1ccc(Cn2c(=S)[nH]c3ccccc3c2=O)cc1)N1CCN(c2ccccn2)CC1,-4.8%,-8.9
CC(=O)Nc1cccc(NC(=S)Nc2ccc(F)c(Cl)c2)c1,0.8%,/
Cc1ccc(OS(=O)(=O)c2cn(C)c(=O)n(C)c2=O)cc1C,-2.0%,6.4
Cc1cc(=O)n(-c2ccccc2)n1-c1ccccc1,1.4%,-4.4
O=C(Cc1coc2cc3c(cc12)CCC3)NC1CCCCCCC1,-1.9%,5.9
O=[N+]([O-])c1ccccc1/C=N/N1CCN(c2ccccn2)CC1,5.4%,7.1
COc1ccccc1C(=O)OCCCN=C1NS(=O)(=O)c2ccccc21,8.6%,-4.1
CCOP(=O)(OCC)C(NC(=O)c1ccc(C)cc1)C(Cl)(Cl)Cl (stereo not given),2.7%,/
Cc1cc(C)cc(NC(=O)CSc2cc(C(=O)c3nccn3C)c3ccccc3n2)c1,0.4%,4.7
CCOc1cc(N2CCOCC2)c(OCC)cc1NC1=NCCCCC1,-1.8%,/
CCCCC(=O)Nc1cc(NC(=O)CC)ccc1Cl,-2.5%,/
COc1ccccc1CNC(=O)CCCc1ccccc1,-0.6%,7.4
CC1=C(C(=O)Nc2ccccc2)C(c2cccs2)NC(=O)N1 (stereo not given),-0.3%,-10.3
CCO/C=N/c1c(C#N)c(CC#N)nn1-c1ccccc1,-1.2%,-7.5
CN(C)S(=O)(=O)c1ccc(Cl)c(NC(=O)COC(=O)CNC(=O)c2ccco2)c1,1.8%,10.7
Cn1nnc(NC(=O)c2cccs2)n1,1.0%,38.1
O=C(OC(C(=O)NCc1ccc2c(c1)OCO2)c1ccccc1F)c1ccco1 (stereo not given),-4.0%,8.7
CCOC(=O)c1c(C)nn(-c2ccc(NC(=O)CSCC(=O)O)cc2)c1C,-0.6%,-6.4
Cc1cccc(OCC(=O)O/N=C(\N)Cc2ccc(Cl)cc2)c1,-6.4%,5.2
CCOc1ccc(NS(=O)(=O)c2ccc3[nH]c(=O)oc3c2)cc1,3.2%,/

# Part of the list above in order of length of the SMILES, smallest number first.
SMILES,M. tuberculosis GlmU,Mtb RmlCD inh
Cn1nnc(NC(=O)c2cccs2)n1,1.0%,38.1
NS(=O)(=O)c1ccc(CNS(=O)(=O)c2cc(Cl)ccc2Cl)cc1,-0.6%,3.7
CN(C)S(=O)(=O)c1ccc(Cl)c(NC(=O)COC(=O)CNC(=O)c2ccco2)c1,1.8%,10.7

# Additional entries
SMILES,M. tuberculosis GlmU,Mtb RmlCD inh
Cc1noc(C)c1C(=O)OCC(=O)/C=C1\N(C)c2ccccc2C1(C)C,8.8%,/
Cc1cc(C(=O)N/N=C/c2ccc[nH]2)n[nH]1,-3.2%,22.5
Cc1ccc(N2CN(Cc3ccco3)CNC2=S)c(C)c1,0.1%,-11.8
COc1ccc(-c2ccc(SCC(=O)c3cccs3)nn2)cc1OC,0.9%,-11.0
COc1ccc(/C=c2\s/c(=C/C(=O)c3ccc(C)cc3)[nH]c2=O)c(OC)c1,-7.3%,-15.4
COc1ccc(NC(=O)C2CCC(CNc3c(N4CCOCC4)c(=O)c3=O)CC2)cc1Cl (stereo not given),1.7%,1.4
C=CCNC(=O)COc1c(C)ccc(C)c1C,-6.8%,/
CC1(C)C=C(c2ccc(C=O)s2)CC(C)(C)N1,0.7%,/
N#Cc1c(Cc2cccc3ccccc23)nn(CCO)c1N,3.2%,/
COC(=O)N/N=C/c1cc(N=Nc2ccccc2Cl)ccc1O,0.8%,1.5
O=C(c1cc[n+]([O-])cc1)N1CCc2c([nH]c3ccccc23)C1c1ccccc1Cl (stereo not given),-7.4%,/
CC(C)=CC(=O)OCC(=O)Nc1ccc(Cl)cc1,2.3%,/
Cc1cccc(OCC(=O)NC(=S)Nc2ccccc2N2CCOCC2)c1,7.7%,3.3
Cc1nnc(SC(C)C(=O)N2CCc3ccccc32)s1 (stereo not given),-1.1%,-5.3
CC1=C(C)C(=O)N(c2ccc(C(=O)O)cc2)C1=O,-4.8%,2.8
CCN(CC)C(=O)c1[nH]cnc1C(=O)N[C@@H](Cc1ccccc1)C(=O)OCc1ccccc1,-4.8%,/
CCc1cccc(NC(=O)CSCc2cc(=O)[nH][nH]2)c1,2.2%,5.1
Cc1cc2oc(=O)cc(C)c2cc1NC(=O)CCC(=O)O,1.6%,-0.4
Cc1ccc(S(=O)(=O)N2CCCC(C(=O)NCC3COCCO3)C2)cc1 (stereo not given),-2.9%,7.7
